Rpn11 block: inhibitors of human proteasome Rpn11. O00487. human 26S proteasome, Ub4-pepOG fluorescence polarization; 20S core pre-blocked with epoxomicin. hit rate 0.59% among 360,000. AID 588493. calls only at 20 µM;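 active = inhibition at 20 µM, scaled to each plate's controls, above about 33%, limit read from the data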
LMPTP inh: LMPTP (human) inhibition. AID 651560. inhibition, % at 20 µM. recombinant LMPTP-A, OMFP fluorogenic substrate, fluorescence intensity. hit rate 0.22% among 360,000;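 active = compounds that cut the enzyme signal by at least half of the control window in the single-dose screen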;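 note: plate controls were DMSO wells with enzyme plus substrate for no effect and substrate without enzyme for full effect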
Target sequence (P24666 whole entry, looked up): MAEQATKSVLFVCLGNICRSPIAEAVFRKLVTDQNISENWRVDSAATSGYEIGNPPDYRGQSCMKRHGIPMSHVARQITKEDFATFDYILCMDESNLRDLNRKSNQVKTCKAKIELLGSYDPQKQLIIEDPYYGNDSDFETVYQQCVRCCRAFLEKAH
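test system = LMPTP-A | amount = 0.625 nM LMPTP-A final | reagent = fluorogenic phosphatase substrate OMFP at 400 µM final | incubation = 50 min at room temperature | benchmarks = no-enzyme low control, uninhibited high control | medium = Bis-Tris pH 6.0, DTT, detergent | signal = fluorescence intensity of OMFP turnover product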
STEP inh: STEP (human) phosphatase inhibition. inhibition, % at 20 µM. recombinant STEP, OMFP fluorogenic substrate, fluorescence. AID 588621. P54829. hit rate 0.25% among 360,000;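 active = inhibition at 20 µM, scaled per plate between control wells, above about 37%, limit read from the data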;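 note: 0% = DMSO with enzyme and substrate and 100% = substrate only without enzyme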
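Material: STEP (striatal-enriched tyrosine phosphatase) enzyme, cell-free | Medium: 50 mM Bis-Tris pH 6.0 with 2.5 mM DTT and 0.005% Tween 20 | Read-out: Percent inhibition scaled to no-enzyme and uninhibited-enzyme controls, plate-pattern corrected | Signal: Fluorescence read at 480 nm ex / 540 nm em | Times: 20 min reaction, room temperature, in the dark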
Neddylation inh: inhibitors of human cullin neddylation. TR-FRET cullin neddylation, biochemical. calls only at 25 µM. hit rate 0.58% among 360,000; in the data active = inhibition above about 36%
Target sequence (P61081 whole entry, looked up): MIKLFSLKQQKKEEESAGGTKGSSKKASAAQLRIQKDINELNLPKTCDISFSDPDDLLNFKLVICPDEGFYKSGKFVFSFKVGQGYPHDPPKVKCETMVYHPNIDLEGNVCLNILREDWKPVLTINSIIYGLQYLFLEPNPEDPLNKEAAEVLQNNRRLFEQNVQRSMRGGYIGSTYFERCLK
Target sequence (Q13564 whole entry, looked up): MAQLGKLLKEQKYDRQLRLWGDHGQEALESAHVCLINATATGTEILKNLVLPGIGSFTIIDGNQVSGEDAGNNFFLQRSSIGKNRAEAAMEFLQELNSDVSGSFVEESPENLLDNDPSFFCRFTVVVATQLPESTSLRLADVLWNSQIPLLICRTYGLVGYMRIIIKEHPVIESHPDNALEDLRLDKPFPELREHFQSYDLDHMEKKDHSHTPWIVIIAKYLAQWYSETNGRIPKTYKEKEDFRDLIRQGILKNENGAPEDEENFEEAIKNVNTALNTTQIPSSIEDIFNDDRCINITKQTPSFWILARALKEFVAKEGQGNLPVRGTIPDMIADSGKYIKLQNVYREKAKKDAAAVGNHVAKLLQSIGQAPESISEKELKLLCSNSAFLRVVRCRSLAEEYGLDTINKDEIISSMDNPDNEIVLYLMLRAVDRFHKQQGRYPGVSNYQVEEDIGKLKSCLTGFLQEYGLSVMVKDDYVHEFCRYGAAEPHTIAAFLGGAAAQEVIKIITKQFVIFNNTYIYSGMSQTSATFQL
CSN deneddyl inh: inhibitors of human CSN-mediated cullin deneddylation | Q92905 | Purified CSN, SCF-Nedd8-OG deneddylation, fluorescence polarization | inhibition, % at 12.5 µM | hit rate 0.38% among 360,000;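 active = pattern-corrected inhibition above about 35%, with an unprinted fluorescence ratio check between 0.5 and 1.5, limit read from the data, passing the limit was not always enough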;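 note: 0% = enzyme with substrate and 100% = substrate without enzyme; some results filed as inactive read as strong as hits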
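Assay system: Purified human Csn5 enzyme expressed in HEK293T cells | Amount: Enzyme 0.24 nM | Measured by: Fluorescence polarization readout | Medium: Tris/NaCl/DTT buffer, pH 7.5 | Compound dosing: One concentration, 12.5 µM, 0.25% DMSO | Times: 90 min incubation of compound, enzyme and substrate at room temperature | Control set: no-enzyme wells high, enzyme-with-substrate wells low | Read-out: % inhibition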
Rin1-Abl PPI inh: human Rin1-Abl interaction inhibition; AID 588664; P00519+Q13671; hit rate 0.4% among 360,000; TR-FRET Rin1/Abl binding, biochemical; inhibition, % at 7.35 µM; in the data active = inhibition above about 5%, passing the limit was not always enough
DNMT1 inh: inhibitors of human DNMT1 | DNMT1 molecular beacon, Hinp1I cleavage, fluorescence | inhibition (reported as % activation of signal), % at 10 µM | hit rate 0.83% among 360,000; in the data active = inhibition above about 50%
NadD inh: inhibitors of Staphylococcus aureus NadD | hit rate 0.78% among 360,000 | purified NadD enzyme, colorimetric absorbance read-out | inhibition, % at 20 µM; in the data active = inhibition above about 26%; note: some compounds past the cut are filed as inactive
SUMO1-SIM PPI: modulators of human SUMO1-mediated protein-protein interactions | AID 602429 | hit rate 0.33% among 360,000 | SUMO1 binding to a labelled peptide, TR-FRET, 1 h | inhibition, % at 20 µM | P63165; in the data active = inhibition above about 37%
Target sequence (P63165 whole entry, looked up): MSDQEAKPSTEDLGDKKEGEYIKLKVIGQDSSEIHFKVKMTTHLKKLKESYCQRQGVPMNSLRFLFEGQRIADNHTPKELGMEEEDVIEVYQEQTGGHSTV
Scp1 inh: Scp-1 (human) phosphatase inhibition; Q9GZU7; inhibition, % at 20 µM; hit rate 0.88% among 340,000; Recombinant Scp1, phosphopeptide, malachite green phosphate absorbance;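 active = inhibition above about 50% at 20 µM, limit read from the data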;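 note: plate controls were DMSO wells with enzyme for no effect and wells lacking enzyme for full effect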
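Test system: SCP-1 phosphatase catalytic domain, residues 76-261; measured by: colorimetric phosphate reagent with accelerator and stabiliser, absorbance at 630 nm; timing: enzyme reaction 45 min at room temperature, colour 5 min, stabilisation 30 min; also added: Phosphorylated 17-residue peptide substrate; compound dosing: one concentration, 20 µM, with 1.0% DMSO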
* marks the source's active call; other numbers are inactive results; i = inactive; · = no result given.

compound	Rpn11 block	LMPTP inh	STEP inh	Neddylation inh	CSN deneddyl inh	Rin1-Abl PPI inh	DNMT1 inh	NadD inh	SUMO1-SIM PPI	Scp1 inh
CCOC(=O)[C@]12CCCC=C1N(CCc1ccc(OC)c(OC)c1)C(=O)[C@H](CC(=O)N1CCCC1)C2	·	-0.2	·	i	0	·	·	·	-5	·
CCOC(=O)C1(C(F)(F)F)N=C(C(F)(F)F)Nc2ccc(F)cc21 (stereo not drawn)	i	0.3	-1	i	-9	-2	6	0	1	-3
O=C(Cn1ccc([N+](=O)[O-])n1)N1CCCCCC1	i	-0.2	2	i	-4	-3	-1	-7	16	0
CC(C)CN1C(=O)c2ccc(C(=O)Nc3ccccn3)cc2C1=O	i	-0.5	1	i	2	-1	1	1	-24	3
CC(=O)N1CCN(C(C)=O)c2ccccc21	i	-1.5	-2	i	-2	3	-1	5	-3	-10
O=C(O)c1ccc(NS(=O)(=O)Cc2ccc(Cl)c(Cl)c2)cc1	i	0.1	2	i	3	3	7	1	9	-5
CC(=O)N/N=C(\C)c1cccc(NC(=O)c2cccs2)c1	i	-1.0	2	i	1	-3	0	-4	0	0
COC(=O)CCCn1cc(CN2CC(N3CCN(C)CC3)CS2(=O)=O)nn1 (stereo not drawn)	·	-6.1	·	i	-2	·	·	-1	-1	·
COc1cc(C(=O)OCCCOC(=O)c2cc(OC)c(OC)c(OC)c2)cc(OC)c1OC	i	-0.2	-1	i	1	0	1	3	-2	-4
O=C(/C=C/c1cccc([N+](=O)[O-])c1)NCCN1CCOCC1	i	-1.2	1	i	2	-1	3	8	-25	-9
Cc1ccc(OCC(=O)Nc2ccc(S(=O)(=O)N3CCOCC3)cc2)c([N+](=O)[O-])n1	i	-1.8	-6	i	-3	0	1	0	-24	-2
CCC1=C(OC(=O)N(CC)CC)N2C(=O)OC(=NCC3CC3)[C@]2(C)[C@H]2C1=CC[C@H]1C(=O)N(CC)C(=O)[C@H]12	i	-1.2	-2	i	0	1	1	0	0	-1
O=C(NCCn1cc(SCc2ccccc2)c2ccccc21)c1c(F)cccc1F	i	4.2	0	i	1	-5	-20	-9	3	-17
O=C1c2ccccc2C(=O)N1Cc1cnc(N2CCN(c3ccccc3)CC2)s1	i	3.0	3	i	1	6	-3	-8	-2	4
CC(C)(C)c1ccc(C(=O)C2CC2)cc1	i	-0.6	0	i	-1	-3	3	-2	1	·
Cc1ccc(CNC(=O)C2CCCN(S(=O)(=O)c3c(C)noc3/C=C/N(C)C)C2)cc1 (stereo not drawn)	i	1.8	2	i	-2	0	0	-6	-5	-9
Cc1onc(-c2ccccc2Cl)c1C(=O)N1CCN(Cc2ccc3c(c2)OCO3)CC1	i	-1.6	1	i	-3	-1	0	-1	2	-8
COc1cc(NC(=O)C2=C(N3CCOCC3)/C(=C\c3ccc(N(C)C)cc3)CCC2)cc(OC)c1OC	i	1.7	4	i	-2	-4	-2	7	-16	1
COc1ccc(CC(=O)n2nc(-c3cccnc3)nc2N)cc1	i	-0.2	-2	i	-2	-1	1	-4	2	-12
S=C(NCc1ccco1)NCC1CCCO1 (stereo not drawn)	i	-0.7	-1	i	-10	-2	-5	-4	1	0
O=C(Nc1cccnc1)c1cnn2c(C(F)F)cc(C3CC3)nc12	i	0.6	-1	i	1	0	1	1	3	-7
O=C(O)Cc1c[nH]c2ccccc12	i	0.5	2	i	2	-3	-1	-6	-1	7
Cc1ccccc1NC(=O)c1cc(=O)c2ccccc2o1	i	0.7	0	i	-2	-6	1	-2	-9	-2
COCCn1c(=O)c2cc3c(=O)n(CCOC)c(=O)c3cc2c1=O	i	0.9	-2	i	5	-1	-6	3	-18	1
CCOc1ccccc1CNCCNC(=O)c1nonc1N	i	-3.5	-3	i	2	-4	1	-3	-1	-8
Cc1ccsc1/C=N/Nc1cccc(C(=O)O)c1	i	0.5	-1	i	2	2	4	0	30	-3
O=C(CCC1CCN(C(=O)CC2=CCCCC2)CC1)NCc1ccc(F)cc1	i	-0.8	-2	i	1	6	1	3	-1	·
O/N=C(\c1ccccc1)C(O)c1ccccc1 (stereo not drawn)	i	-1.8	0	i	1	2	1	-1	-1	-2
O=C(c1cccc(Cl)c1)N1CCN(C(=O)c2ccco2)CC1	i	1.6	3	i	-5	3	-1	3	0	-7
O=C(CNc1cccc([N+](=O)[O-])c1)N/N=C/c1ccc([N+](=O)[O-])o1	i	0.5	-3	i	-1	-3	-2	7	-19	1
O=C(Cn1ncn2c(cc3ccccc32)c1=O)NCCCc1ccccc1	i	5.2	14	i	3	0	17	6	-11	-4
CCOCc1[nH]c(=S)[nH]c(=O)c1Cc1ccc(OCC(C)C)cc1	i	-0.4	1	i	-6	2	1	-2	0	-3
CC1CN(C(=O)CSc2nnc(CNC(=O)c3ccc(S(=O)(=O)N(C)C)cc3)o2)CC(C)O1 (stereo not drawn)	i	-3.4	0	i	1	3	2	-7	-1	1
Cc1cc(Cl)c2oc(C(=O)N(C)Cc3cc(C)[nH]n3)c(C)c2c1	i	0.3	-2	i	4	-6	-1	5	2	-4
CCc1nc2c(OCc3ccc(F)c(F)c3)cccn2c1N(C)C(=O)CC(C)C	i	0.0	-2	i	2	1	2	-2	3	·
Cc1ccc(/C=C/C(=O)N2CCN(Cc3ccccc3)CC2)o1	i	-1.1	-2	i	-4	0	-5	-3	-4	-7
O=C(COC(=O)c1ccccn1)c1ccc([N+](=O)[O-])cc1	i	-0.4	2	i	3	1	-6	-8	-32	-5
CC(C)C(=O)NNc1ccc(C(F)(F)F)cn1	i	2.9	2	i	0	-3	2	0	1	8
CCOC(=O)C1=C(c2ccc(OC)cc2)OC(N)=C(C#N)C1c1cccnc1 (stereo not drawn)	i	-1.5	-1	i	-3	-2	1	0	-1	2
CC(C)N(C(=O)[C@H]1C[C@H](CC(=O)NC(C)(C)C)C(=O)N2CCc3c([nH]c4cc(CCC(=O)N(C)C)ccc34)[C@]12C)C(C)C	i	-2.0	-3	i	-3	-3	-3	2	-2	7
Cc1ccccc1-c1nc(CN2CCCC(C(=O)NCCCN3CCOCC3)C2)c(C)o1 (stereo not drawn)	i	-2.9	-4	i	2	1	0	-3	-2	-4
Cc1c(NC(=O)/C=C/c2cn(-c3ccccc3)nc2-c2ccccc2)c(=O)n(-c2ccccc2)n1C	i	1.0	4	i	-3	1	-4	18	-30	12
Cc1nnc(SCC(=O)N2CCCCC2)n1CC1CCCO1 (stereo not drawn)	i	-1.2	1	i	3	0	1	-8	10	-4
CN(C)CC(C)(C)CNC(=O)C1CCN(Cc2ccccc2O)CC1	i	-0.5	3	i	-2	2	2	-3	3	-8
O=C(NC(=S)Nc1cccnc1)c1cc2ccccc2o1	i	-0.5	2	i	-5	-2	2	2	-11	0
O=C(Nc1ccccc1)c1cc(C2CCCCN2C(=O)CCc2ccccc2)on1 (stereo not drawn)	i	0.1	0	i	3	-3	0	-3	2	·
Cn1c(SCC(=O)N2CCCC2=O)nc2ccccc2c1=O	i	-1.0	-5	i	-7	3	-3	-3	9	-12
CC1CCCC2(C1)NC(=S)c1c(sc3c1CCCC3)N2 (stereo not drawn)	i	-1.0	0	i	7	-1	-5	-2	0	-2
O=[N+]([O-])c1ccc2c3n([n+]([O-])c2c1)CCN=C3c1ccc(Cl)cc1	i	-5.2	-4	i	8	-3	-22	2	-35	1
CCOc1ccc(C(=O)NCc2cccnc2)cc1	i	-0.8	-1	i	0	-1	-1	-6	-4	13
CCOC(=O)C1CN(S(=O)(=O)c2ccc(C)cc2)C1	i	1.5	0	i	3	2	3	-6	-1	-5
CCCn1c(N)c(C(=O)CN2CCN(S(=O)(=O)c3cccs3)CC2)c(=O)[nH]c1=O	i	-0.2	0	i	0	-5	-3	3	-2	-12
Cc1ccc(Cn2c(C)nc3c(c2=O)c2nc4ccccc4nc2n3Cc2ccco2)cc1	i	3.3	6	i	11	-2	24	49*	13	15
O=C(Nc1ccccc1[N+](=O)[O-])C1(c2ccccc2)CCOCC1	i	-0.4	-1	i	0	0	-1	-4	-15	-12
Cc1[nH]nc(SCC(=O)NCc2ccccc2)c1[N+](=O)[O-]	i	-2.7	2	i	-4	1	0	-1	-2	2
C[C@@H](NC(=O)c1ncn2c1C(=O)NC[C@@H]2C)c1ccccc1	i	-0.9	-1	i	-4	0	3	-1	0	·
CCOC(=O)N1CCN(Cc2nc3cc(NC(=O)CC(C)C)ccc3n2C)CC1	i	-1.3	3	i	0	2	0	-4	-8	-1
O=C(CSc1nc(O)cc(=O)n1-c1ccccc1)NC1CCCCC1	i	0.4	-2	i	5	0	0	0	-3	4
C[C@H](NC(=O)OCc1ccccc1)C(=O)NNC(=O)[C@H](Cc1ccccc1)NC(=O)OC(C)(C)C	i	-0.4	-5	i	0	0	0	-1	11	-11
CC1(C(=O)NS(=O)(=O)c2cccc(F)c2)CCN1C(=O)Cc1cccs1 (stereo not drawn)	i	-1.8	2	i	6	2	-1	3	0	·

Full records as entered above. Order of values: Rpn11 block, LMPTP inh, STEP inh, Neddylation inh, CSN deneddyl inh, Rin1-Abl PPI inh, DNMT1 inh, NadD inh, SUMO1-SIM PPI, Scp1 inh
CCOc1ccc(C(=O)NCc2cccnc2)cc1 across the screens: i, -0.8, -1, i, 0, -1, -1, -6, -4, 13
CCOC(=O)C1CN(S(=O)(=O)c2ccc(C)cc2)C1 across the screens: i, 1.5, 0, i, 3, 2, 3, -6, -1, -5

(further entries)
compound	Rpn11 block	LMPTP inh	STEP inh	Neddylation inh	CSN deneddyl inh	Rin1-Abl PPI inh	DNMT1 inh	NadD inh	SUMO1-SIM PPI	Scp1 inh
CC(O)C(NS(=O)(=O)c1ccc2ccccc2c1)C(=O)OCC(=O)Nc1ccccc1OC(F)F (stereo not drawn)	i	-0.7	-3	i	0	3	-6	-8	-4	-9
CCOc1cc(C)nc(NCCc2ccc(OC)c(OC)c2)n1	i	0.1	4	i	1	2	-2	-3	4	-8
COc1ccc(/C(O)=C2/C(=O)C(=O)N(CCN3CCOCC3)C2c2ccc(C)cc2)cc1 (stereo not drawn)	i	0.0	4	i	1	-2	-4	6	-9	0
Cc1ccc(C)c(S(=O)(=O)NCc2ccc(C(=O)N3CC(C)OC(C)C3)cc2)c1 (stereo not drawn)	i	-1.5	0	i	4	1	1	5	0	-2
COCCSc1ccccc1C(=O)Nc1ccc(Cl)cc1	i	0.1	-2	i	4	-2	0	-8	5	-2

NadD inh, what is marked active above
compound	Rpn11 block	LMPTP inh	STEP inh	Neddylation inh	CSN deneddyl inh	Rin1-Abl PPI inh	DNMT1 inh	NadD inh	SUMO1-SIM PPI	Scp1 inh
Cc1ccc(Cn2c(C)nc3c(c2=O)c2nc4ccccc4nc2n3Cc2ccco2)cc1	i	3.3	6	i	11	-2	24	49*	13	15
